Neddyl block: blocks human cullin neddylation. P61081+Q13564. TR-FRET cullin neddylation, biochemical. calls only at 25 µM. 360,000 tested, 0.58% active. AID 651699; in the data active means inhibition above about 36%
Scp1 inh: blocks human Scp-1 phosphatase activity. Recombinant Scp1, phosphopeptide, malachite green phosphate absorbance. AID 493091. Q9GZU7. inhibition, % at 20 µM. 340,000 tested, 0.88% active;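 active means inhibition above about 50% at 20 µM, limit read from the data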;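 further: plate controls were DMSO wells with enzyme for no effect and wells lacking enzyme for full effect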
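Test system: SCP-1 catalytic domain; Buffer or medium: Acidic Tris acetate buffer with magnesium and detergent; Also added: Phosphorylated 17-residue peptide substrate; Compound: single 20 µM dose, 1% DMSO; Schedule: enzyme reaction 45 min at room temperature, colour 5 min, stabilisation 30 min; Signal: Phosphate-binding colour reagent, absorbance read at 630 nm.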
NRP1-CendR mod: NRP-1/CendR interaction modulation. O14786. FAM-RPARPAR peptide binding to NRP-1, fluorescence polarization. inhibition, % at 25 µM. 360,000 tested, 0.85% active;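 active means inhibition or corrected inhibition above about 18%, plus a signal ratio from 0.5 to 1.5, limit read from the data, passing the limit was not always enough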; further: strong numbers were not always called active
Target sequence (O14786 whole entry, looked up): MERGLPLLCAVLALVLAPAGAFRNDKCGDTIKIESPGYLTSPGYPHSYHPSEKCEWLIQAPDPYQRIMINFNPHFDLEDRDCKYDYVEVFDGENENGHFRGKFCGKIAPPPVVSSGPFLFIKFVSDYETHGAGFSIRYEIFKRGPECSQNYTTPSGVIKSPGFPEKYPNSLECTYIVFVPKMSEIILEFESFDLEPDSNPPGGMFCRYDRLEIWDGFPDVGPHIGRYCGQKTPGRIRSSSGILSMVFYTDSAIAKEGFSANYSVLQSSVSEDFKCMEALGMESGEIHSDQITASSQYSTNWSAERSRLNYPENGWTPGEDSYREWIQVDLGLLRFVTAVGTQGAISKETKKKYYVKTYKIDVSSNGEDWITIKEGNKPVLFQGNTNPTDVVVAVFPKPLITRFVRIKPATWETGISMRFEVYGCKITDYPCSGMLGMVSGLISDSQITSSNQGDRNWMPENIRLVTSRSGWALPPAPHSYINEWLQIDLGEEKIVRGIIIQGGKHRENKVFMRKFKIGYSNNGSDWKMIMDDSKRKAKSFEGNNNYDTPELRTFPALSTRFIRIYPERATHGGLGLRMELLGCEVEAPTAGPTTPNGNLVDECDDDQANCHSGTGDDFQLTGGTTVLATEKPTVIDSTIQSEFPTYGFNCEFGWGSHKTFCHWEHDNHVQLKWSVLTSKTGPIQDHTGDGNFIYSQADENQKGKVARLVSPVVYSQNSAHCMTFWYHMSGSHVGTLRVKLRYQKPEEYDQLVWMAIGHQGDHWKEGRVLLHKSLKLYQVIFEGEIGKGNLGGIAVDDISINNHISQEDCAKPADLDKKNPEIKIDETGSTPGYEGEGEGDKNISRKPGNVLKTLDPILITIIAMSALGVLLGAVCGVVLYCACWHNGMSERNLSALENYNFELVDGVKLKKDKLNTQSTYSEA
SKN-1 inh: inhibitors of C. elegans SKN-1; C. elegans VP596 Pgst-4::GFP/RFP ratio, acrylamide-induced, 24 h; inhibition, % at 21.8 µM; 360,000 tested, 0.49% active; AID 624304;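 active means interference check ratio from 0.5 to 1.5 plus GFP to RFP signal ratio inhibition reaching or exceeding a fixed threshold, cut at about 30% in these data, passing the limit was not always enough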; further: some compounds called inactive have numbers as strong as hits
NadD block: blocks S. aureus nicotinate mononucleotide adenylyltransferase | inhibition, % at 20 µM | 360,000 tested, 0.78% active | purified NadD enzyme, colorimetric absorbance read-out; in the data active means inhibition above about 26%; further: some compounds past the cut are filed as inactive
LMPTP inh: blocks human LMPTP phosphatase. 360,000 tested, 0.22% active. inhibition, % at 20 µM. recombinant LMPTP-A, OMFP fluorogenic substrate, fluorescence intensity;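 active means compounds that cut the enzyme signal by at least half of the control window in the single-dose screen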;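 further: plate controls were DMSO wells with enzyme plus substrate for no effect and substrate without enzyme for full effect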
Target sequence (P24666 whole entry, looked up): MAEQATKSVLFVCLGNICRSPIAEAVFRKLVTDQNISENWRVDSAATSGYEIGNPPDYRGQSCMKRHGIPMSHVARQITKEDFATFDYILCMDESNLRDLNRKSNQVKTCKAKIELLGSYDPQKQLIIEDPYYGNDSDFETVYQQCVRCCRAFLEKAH
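Assay system: LMPTP-A enzyme. Input: 0.625 nM LMPTP-A final. Probe or stimulus: 400 µM OMFP. Compound dosing: single 20 µM dose. Schedule: 50 min dark incubation at room temperature. Detection: fluorescence intensity of OMFP turnover product. Read-out: percent inhibition versus substrate-only and uninhibited controls. Benchmarks: no-enzyme low control, uninhibited high control.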
DNMT1 inh: blocks human DNA methyltransferase DNMT1; DNMT1 molecular beacon, Hinp1I cleavage, fluorescence; inhibition (reported as % activation of signal), % at 10 µM; 360,000 tested, 0.83% active; in the data active means inhibition above about 50%
STEP block: blocks human striatal-enriched tyrosine phosphatase. recombinant STEP, OMFP fluorogenic substrate, fluorescence. inhibition, % at 20 µM. 360,000 tested, 0.25% active;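 active means inhibition at 20 µM, scaled per plate between control wells, above about 37%, limit read from the data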;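 further: 0% = DMSO with enzyme and substrate and 100% = substrate only without enzyme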
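Material: STEP (striatal-enriched tyrosine phosphatase) enzyme, cell-free | Medium: 50 mM Bis-Tris pH 6.0 with 2.5 mM DTT and 0.005% Tween 20 | Read-out: Percent inhibition scaled to no-enzyme and uninhibited-enzyme controls, plate-pattern corrected | Signal: Fluorescence read at 480 nm ex / 540 nm em | Times: 20 min reaction, room temperature, in the dark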
SUMO1 PPI mod: alters human SUMO1 binding to SIM partners | SUMO1 binding to a labelled peptide, TR-FRET, 1 h | P63165 | 360,000 tested, 0.33% active | AID 602429 | inhibition, % at 20 µM; in the data active means inhibition above about 37%
TbMetRS inhib: Trypanosoma brucei MetRS inhibition. 360,000 tested, 0.4% active. inhibition, % at 11.9 µM. purified T. brucei MetRS, ATP depletion, Kinase-Glo luminescence. AID 624268;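 active means inhibition above a per-plate cutoff of the control wells' mean inhibition plus 3 SD, cut at about 5.5% in these data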;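 further: 0% = DMSO wells median and 100% = median of wells with control inhibitor compound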
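Test system: purified T. brucei MetRS enzyme. Also added: ATP, methionine and E. coli bulk tRNA substrates. Compound: 11.9 µM single point. Schedule: 15 min enzyme-compound preincubation, 2 h reaction, 10 min detection, 25 °C. Signal: luciferase luminescence of residual ATP, Kinase-Glo. Evaluation: percent inhibition versus plate control medians. Controls: DMSO wells, low control.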
* marks the source's active call; other numbers are inactive results; i = inactive; / = no result given.

SMILES	Neddyl block	Scp1 inh	NRP1-CendR mod	SKN-1 inh	NadD block	LMPTP inh	DNMT1 inh	STEP block	SUMO1 PPI mod	TbMetRS inhib
CC1CN(CC(=O)Nc2ccc(S(N)(=O)=O)cc2)CC(C)O1 (stereo unspecified)	i	-2.8	1.3	8.7	-7.7	-0.6	1.7	-3.2	-4.9	-1.1
Cc1ccc(-c2c(NC(=O)c3ccco3)oc3ccccc3c2=O)cc1	i	1.1	-5.3	12.5	-3.7	1.6	-0.6	0.2	-1.8	-0.7
Cc1ccc(N(CC(=O)NC(C)c2ccccc2)S(=O)(=O)c2cccs2)cc1 (stereo unspecified)	i	-5.2	-3.3	6.0	8.4	-1.2	-1.0	-1.2	-2.1	-0.7
COc1ccc(Cn2cnc3c(N)c(C)c(C)cc32)cc1	i	-4.9	-16.6	-3.0	1.3	1.3	-3.0	1.1	0.9	-0.2
COc1ccc(C(=O)Nc2ccnn2C2CCN(C(=O)CCC(F)(F)F)CC2)cc1	i	1.2	0.3	-15.0	2.3	-0.3	2.6	-2.1	-0.7	-0.4
CC(=O)Nc1ccc(S(=O)(=O)N2CCN(c3ccc(C(C)=O)cc3)CC2)cc1	i	/	8.9	11.7	-5.0	-0.9	-0.1	-0.8	4.1	0.5
O=C(CSc1nnc(NC(=O)C2CC2)s1)NCc1ccccc1	i	-5.5	6.7	3.3	3.9	-2.0	3.5	-2.5	-1.6	-0.4
O=C(COC(=O)c1cc(S(=O)(=O)N2CCOCC2)ccc1O)Nc1cc(S(=O)(=O)N2CCCC2)ccc1Cl	i	-7.2	14.3	0.5	12.3	0.2	-2.2	0.8	-2.6	-0.1
COc1ccc(CCC(=O)Nc2cccc(S(=O)(=O)N3CCCCCC3)c2)cc1OC	i	-7.2	-1.2	1.0	-1.2	0.8	-2.1	-0.4	0.5	0.1
Cc1cccc(NC(=O)N2CCN(Cc3ccc4c(c3)OCO4)CC2)c1C	i	9.0	-1.9	7.1	-2.2	-1.0	1.4	-3.4	-2.2	-0.5
COCc1c(C(=O)N(C)Cc2ccccc2N2CCCC2)oc2ccccc12	i	-0.8	-8.3	3.6	-0.3	1.9	2.2	0.1	6.3	0.3
CCOC(=O)C1CCCN(C(=O)C2COc3ccccc3O2)C1 (stereo unspecified)	i	-5.7	-10.2	14.7	-1.1	-1.1	-0.8	2.7	2.2	-0.3
O=C(NCc1ccccc1)C1=C[C@H](c2csc3ccccc23)C[C@H](OCCCCO)O1	i	-14.6	18.6	3.3	8.5	1.7	-11.9	-3.8	-2.3	-0.1
CCOC(=O)c1ccc(N=c2scc(C)n2CC)cc1	i	-9.6	-7.9	15.2	6.1	0.6	-4.3	1.9	-1.8	0.0
CCCOC1CCCN(C(=O)c2ccc(OC3CCN(C(=O)CCOC)CC3)cc2)C1 (stereo unspecified)	i	-10.2	7.2	25.9	-3.3	-1.2	2.6	-2.3	-0.4	-0.5
O=CN1CCN(C(C(=O)NC2CCCC2)c2cc3c(cc2[N+](=O)[O-])OCO3)CC1 (stereo unspecified)	i	-5.2	14.4	0.0	2.2	-0.6	-4.7	-0.3	-0.7	-0.3
Nc1ncnc2c1ncn2[C@@H]1O[C@H](CO)C[C@H]1O	i	-6.3	-8.8	-3.5	1.0	0.7	-0.8	-2.2	1.1	-2.2
COc1ccc(Cl)cc1NS(=O)(=O)c1cccc(C(=O)NC2CC2)c1	i	-4.6	-9.5	-2.2	-6.0	-2.2	1.1	-2.4	8.3	-0.2
COc1ccc(-c2csc(N(CC3CCCO3)C(=O)c3ccco3)n2)cc1 (stereo unspecified)	i	-15.4	-15.7	6.1	-0.4	2.3	-5.6	1.7	4.5	-1.0
CC(C)(C)c1nnc2sc(SCC(=O)NCc3ccco3)nn2c1=O	i	-5.2	-10.0	2.0	3.1	-1.6	7.4	-1.6	2.8	-0.3
O=S(=O)(c1ccc(N2CCN(S(=O)(=O)c3ccccc3)CC2)nc1)N1CCCC1	i	1.9	11.2	-4.0	5.8	1.0	13.9	-4.4	-0.3	-0.4
Cc1ccc(-c2nc3ccc(Cl)cn3c2Cc2cccc(F)c2)cc1	i	/	-17.8	4.8	3.9	3.7	-2.5	3.6	-0.2	0.0
COc1ccc(C(=O)NCCSc2ccccc2C)cc1	i	-15.2	5.4	0.5	-2.5	1.2	0.4	-0.5	0.7	-0.7
O=C(CN1CCN(C(=O)C2COc3ccccc3O2)CC1)Nc1ccc(F)cc1 (stereo unspecified)	i	-7.8	9.6	7.4	-5.4	-1.8	-0.2	1.6	1.9	-0.5
COc1cc(OC)c(OC)cc1/C=N/N(C)c1ccccc1	i	-5.2	8.5	8.2	7.9	2.1	-5.2	0.0	-8.3	-0.2
SMILES	Neddyl block	Scp1 inh	NRP1-CendR mod	SKN-1 inh	NadD block	LMPTP inh	DNMT1 inh	STEP block	SUMO1 PPI mod	TbMetRS inhib
S=C1N[C@H]2CCCC[C@@H]2N1	i	4.8	5.3	1.4	-1.7	-1.2	6.4	-1.2	3.5	-1.0
Cc1cc(C)n(-c2nnc(N3CCN(c4ccccc4)CC3)nn2)n1	i	-1.9	1.4	-8.2	-4.4	-0.1	-6.1	-0.3	-28.3	-0.8
COC(=O)N1C(=O)[C@](c2ccccc2)(C2CCCCC2)N1C(=O)OC	i	-3.0	-5.0	-1.0	-1.3	0.8	3.5	0.9	1.3	-0.2
CN(CC(=O)NCCc1ccc(Cl)cc1)S(=O)(=O)c1cccs1	i	-7.1	7.8	-0.7	0.8	-0.2	-0.7	-1.9	1.2	-0.3
Cc1ccc(NS(=O)(=O)c2ccccc2)c(NS(=O)(=O)c2ccccc2)c1	i	-7.7	3.2	13.4	-8.5	-2.6	0.9	0.9	0.2	-0.4
CCOc1ccccc1C(=O)NCC(=O)NNC(=O)c1cccs1	i	-5.7	-1.7	-8.4	3.0	-1.4	2.1	0.2	0.9	-0.2
CC(=O)Nc1nc(C=C(Cl)Cl)cs1	i	2.6	-13.3	5.7	9.4	1.6	-1.6	5.3	12.7	0.4
S=C(Nc1cccc(Cl)c1)Nc1ccccc1Oc1ccccc1	i	-12.2	8.9	16.7	-4.9	-1.5	-4.0	5.0	-4.1	0.7
Cc1nn(-c2ncc(C(F)(F)F)cc2Cl)c(=O)n1-c1cccc(F)c1	i	-2.5	0.1	1.8	-8.0	-2.3	0.4	0.9	3.7	0.4
COc1ccccc1NS(=O)(=O)c1cc(C(=O)NCC(C)(C)N2CCOCC2)ccc1C	i	-0.8	0.0	17.6	1.4	-0.5	7.3	-0.6	-5.8	0.1
CNc1cccc(-c2cc(OC)c(OC)c(OC)c2)n1	i	/	0.2	7.3	0.2	3.1	1.8	-0.9	-2.1	-0.1
Cc1cc2nc(-c3ccc(=O)[nH]c3)n(C)c2cc1C	i	-12.3	-0.4	8.5	-5.0	-0.1	-2.7	-1.1	2.7	-0.4
CCc1ccc(N(C(=O)c2csnn2)C(C(=O)NC(C)(C)CC)c2cccnc2)cc1 (stereo unspecified)	i	-5.5	6.6	2.1	-2.5	-1.0	-5.4	1.0	-4.8	-0.9
CCCOc1cc(CN2CCCCC2)cc(C(C)=O)c1	i	-11.2	-12.3	-7.5	-6.4	0.1	2.0	-2.2	0.9	0.0
Clc1ccc(-n2cccc2CN2CCc3c([nH]c4ccccc34)C2c2ccccn2)nc1 (stereo unspecified)	i	4.1	-3.6	10.7	9.8	2.8	-14.1	2.7	-5.2	-0.2
Cc1cc(C)n(-c2ccc(C(=O)N3CCN(S(=O)(=O)c4ccc(C(C)C)cc4)CC3)cc2)n1	i	-0.1	-7.4	10.0	-2.7	1.2	-3.8	2.4	-0.5	-0.6
COc1ccc(OC)c(S(=O)(=O)N2CCC(C(=O)NC3CC3)CC2)c1	i	0.7	10.6	-1.9	-6.2	-0.4	0.7	0.5	-2.3	-0.1
O=C(c1ccc(F)cc1)N1CCN(c2cc(N3CCCCC3)c(F)cc2[N+](=O)[O-])CC1	i	5.9	13.5	10.7	8.3	3.2	-4.9	0.9	-20.8	-1.5
CC1(c2ccc(OC(F)F)cc2)NC(=O)N(CC(=O)Nc2ccc(N3CCCCC3)cc2)C1=O (stereo unspecified)	i	-1.2	-6.7	9.2	1.5	-0.9	-2.7	-1.1	1.5	-0.6
COc1cccc(Nc2nc(C(N)C3CCCCC3)cs2)n1 (stereo unspecified)	i	/	-6.8	-4.2	2.0	1.3	2.6	2.9	-7.4	-0.3
Cc1cccc(NC(=O)CCNC(=O)c2ccco2)c1	i	6.5	-7.0	-3.8	3.7	-0.5	3.4	-2.9	0.1	-1.1
COc1ccc(NC(=O)C2CCN(S(=O)(=O)c3cccc4cccnc34)CC2)cc1OC	i	/	12.5	-18.6	-1.6	-0.9	-0.6	1.7	5.3	-0.3
CCOC(=O)C1=C(C)NC(C)=C(C(=O)OCC)C1c1sccc1C	i	-3.1	0.1	-2.7	-6.0	1.2	1.0	0.4	-0.8	-1.2
CC1=C(/C=C/C(C)=N\NC(=O)c2ccncc2)C(C)(C)CCC1	i	1.4	3.5	-6.5	5.9	-0.7	1.0	-2.2	6.5	-1.3
O=C(NCCCN1CCCC1=O)Nc1ccccc1F	i	-3.6	12.1	12.4	4.4	-1.2	0.2	-1.3	-2.7	0.0
COC(=O)Nc1ccc(S(=O)(=O)N2CCCC(C(=O)NC3CCS(=O)(=O)C3)C2)cc1 (stereo unspecified)	i	-1.0	4.4	3.4	-4.0	-1.7	3.5	4.1	1.5	-0.8
Cc1nc2ccc(NS(=O)(=O)c3ccccc3F)cc2s1	i	-2.2	-28.2	4.4	0.7	-0.7	1.9	0.7	8.7	-0.3
CCOC(=O)N1CCN(S(=O)(=O)N2CCCC(C(=O)NCc3ccc(C)cc3)C2)CC1 (stereo unspecified)	i	/	-4.4	-1.9	1.3	-2.1	3.3	-3.0	2.1	-0.5
O=C(NCCCc1ccccc1)c1ccccc1	i	-4.8	2.9	-6.3	-4.9	-2.2	-1.0	-4.0	-3.0	-1.6

Grouped by structure: the entries above with an aryl thioether with sulfur outside any ring.
SMILES	Neddyl block	Scp1 inh	NRP1-CendR mod	SKN-1 inh	NadD block	LMPTP inh	DNMT1 inh	STEP block	SUMO1 PPI mod	TbMetRS inhib
O=C(CSc1nnc(NC(=O)C2CC2)s1)NCc1ccccc1	i	-5.5	6.7	3.3	3.9	-2.0	3.5	-2.5	-1.6	-0.4
CC(C)(C)c1nnc2sc(SCC(=O)NCc3ccco3)nn2c1=O	i	-5.2	-10.0	2.0	3.1	-1.6	7.4	-1.6	2.8	-0.3
COc1ccc(C(=O)NCCSc2ccccc2C)cc1	i	-15.2	5.4	0.5	-2.5	1.2	0.4	-0.5	0.7	-0.7

From PubChem BioAssay
